MITF inh = blocks human microphthalmia-associated transcription factor; AlphaScreen MITF homodimerization, bead proximity signal; O75030; 650,000 compounds, 0.91% hits; inhibition, % at 2.6 µM; AID 1259374; in the data active = inhibition above about 50%;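 note: 0% = vehicle wells with protein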
Target sequence (O75030 whole entry, looked up): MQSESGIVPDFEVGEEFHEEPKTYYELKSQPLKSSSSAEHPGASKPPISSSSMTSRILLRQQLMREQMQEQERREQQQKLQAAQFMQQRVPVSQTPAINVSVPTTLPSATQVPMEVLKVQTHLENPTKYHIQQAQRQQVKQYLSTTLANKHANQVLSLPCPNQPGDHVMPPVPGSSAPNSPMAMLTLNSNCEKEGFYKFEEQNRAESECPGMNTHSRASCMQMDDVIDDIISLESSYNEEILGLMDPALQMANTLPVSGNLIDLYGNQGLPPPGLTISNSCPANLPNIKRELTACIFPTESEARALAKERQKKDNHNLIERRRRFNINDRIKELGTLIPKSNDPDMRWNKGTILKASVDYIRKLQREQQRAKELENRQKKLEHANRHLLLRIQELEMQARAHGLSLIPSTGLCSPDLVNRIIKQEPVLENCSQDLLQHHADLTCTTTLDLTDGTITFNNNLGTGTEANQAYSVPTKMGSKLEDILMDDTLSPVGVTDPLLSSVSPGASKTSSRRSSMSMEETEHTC
FBW7 act = human FBW7 E3 ligase activation, primary screen; Q969H0; AlphaScreen FBW7–phospho-cyclin E peptide binding, activator screen; normalized activity (activation), % at 26.1 µM; 650,000 compounds, 0.13% hits; AID 1259310; in the data active = normalized activity above about 1.9%;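 note: purified mutant Fbw7 with reduced substrate affinity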
TEAD-YAP block = TEAD-YAP interaction inhibition; AID 1259422; inhibition, % at 9.12 µM; 640,000 compounds, 1.4% hits; HEK-TIYL cells, TEAD-Gal4/YAP UAS-luciferase luminescence; in the data active = inhibition above about 32%;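 note: 0% = median of test compound wells and 100% = reference inhibitor wells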
GPR151 activ = activates the human receptor GPR151 | activation, % at 11.2 µM | PathHunter beta-arrestin GPR151 cells, luminescence | Q8TDV0 | 650,000 compounds, 1% hits; in the data active = activation above about 4.9%;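 note: 0% = median of compound wells and 100% = cells with positive control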
Target sequence (Q8TDV0 whole entry, looked up): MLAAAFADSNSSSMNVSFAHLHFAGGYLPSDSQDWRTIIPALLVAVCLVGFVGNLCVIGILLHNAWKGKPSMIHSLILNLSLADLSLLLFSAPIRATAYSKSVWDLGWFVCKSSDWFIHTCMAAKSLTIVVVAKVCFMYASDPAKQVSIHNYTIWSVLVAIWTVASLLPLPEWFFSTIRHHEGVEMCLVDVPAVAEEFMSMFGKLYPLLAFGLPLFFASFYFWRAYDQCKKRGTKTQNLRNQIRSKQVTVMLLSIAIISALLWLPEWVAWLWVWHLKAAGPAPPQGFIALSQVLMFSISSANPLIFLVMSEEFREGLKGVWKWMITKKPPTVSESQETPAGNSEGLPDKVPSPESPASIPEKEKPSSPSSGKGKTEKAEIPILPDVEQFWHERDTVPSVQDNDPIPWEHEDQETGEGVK
The depositor's hits bear a star; & = joins results of further samples.

The first 15 entries, ahead of the listing:
SMILES	MITF inh	FBW7 act	TEAD-YAP block	GPR151 activ
O=C(CSc1nnnn1C1CCCC1)NCc1ccccc1	-13	0.1	-7	0.0
COC(=O)c1c(OCCN2CCCC2=O)cc(=O)n2c1CCN(Cc1ccoc1)CC2	-2	0.3	-3	-1.2
COC(=O)c1ccc(NC(=O)CC2C(=O)N(c3cccc(Cl)c3)C(=S)N2Cc2ccccc2)cc1 (centres undefined)	-7	-0.1	-2	1.6
COc1cccc(C(NC(=O)c2cccnc2)c2nccn2C)c1OC (centres undefined)	15	0.0	3	-0.4
CN(C)CCNC(=O)c1ccc(/C=N/O)nc1	12	-0.1	8	1.3
C=C(C)CSc1nc(SCC(=C)C)c2c3c(sc2n1)COC(C)(C)C3	-10	0.0	-9	0.2
COc1ccccc1-n1c(NC(=O)c2cccs2)n[nH]c1=S	-15	0.0	-32	-0.9
O=C(Nc1c2c(nn1-c1ccc([N+](=O)[O-])cc1)CSC2)c1cc(Br)ccc1Cl	-15	-0.1	5	-1.0
Cc1cc2c(cc3c(=O)n(CC(=O)N(C)C4CCCCC4)nc(C)n32)s1	-20	0.1	-7	-0.2
N#Cc1cc2c(=O)n3ccccc3nc2n(Cc2ccccn2)c1=N	17	0.0	-3	-0.5
COC(=O)C1C(=O)c2c([nH]c(C(=O)OC3CCCC3C)c2C)CC1C (centres undefined)	8	-0.3	-50	0.6
Cc1cc(C)nc(SCC(=O)Nc2ccc(C(=O)O)cc2)n1	7	0.8	-6	-0.4
Cc1c(C(=O)Nc2cccc(C(F)(F)F)c2)sc2ncnc(N3CCN(c4ccccc4)CC3)c12	-4	-0.1	-2	1.9
O=C(O)COc1ccc(S(=O)(=O)Nc2ccc(F)cc2)cc1	14	0.8	-9	-0.5
CN(c1ccc(C(=O)NCCSCc2ccccc2)cc1)S(=O)(=O)c1ccccc1	7	0.0	-2	-1.6

Main list, repeating the preview:
SMILES	MITF inh	FBW7 act	TEAD-YAP block	GPR151 activ
O=C(CSc1nnnn1C1CCCC1)NCc1ccccc1	-13	0.1	-7	0.0
COC(=O)c1c(OCCN2CCCC2=O)cc(=O)n2c1CCN(Cc1ccoc1)CC2	-2	0.3	-3	-1.2
COC(=O)c1ccc(NC(=O)CC2C(=O)N(c3cccc(Cl)c3)C(=S)N2Cc2ccccc2)cc1 (centres undefined)	-7	-0.1	-2	1.6
COc1cccc(C(NC(=O)c2cccnc2)c2nccn2C)c1OC (centres undefined)	15	0.0	3	-0.4
CN(C)CCNC(=O)c1ccc(/C=N/O)nc1	12	-0.1	8	1.3
C=C(C)CSc1nc(SCC(=C)C)c2c3c(sc2n1)COC(C)(C)C3	-10	0.0	-9	0.2
COc1ccccc1-n1c(NC(=O)c2cccs2)n[nH]c1=S	-15	0.0	-32	-0.9
O=C(Nc1c2c(nn1-c1ccc([N+](=O)[O-])cc1)CSC2)c1cc(Br)ccc1Cl	-15	-0.1	5	-1.0
Cc1cc2c(cc3c(=O)n(CC(=O)N(C)C4CCCCC4)nc(C)n32)s1	-20	0.1	-7	-0.2
N#Cc1cc2c(=O)n3ccccc3nc2n(Cc2ccccn2)c1=N	17	0.0	-3	-0.5
COC(=O)C1C(=O)c2c([nH]c(C(=O)OC3CCCC3C)c2C)CC1C (centres undefined)	8	-0.3	-50	0.6
Cc1cc(C)nc(SCC(=O)Nc2ccc(C(=O)O)cc2)n1	7	0.8	-6	-0.4
Cc1c(C(=O)Nc2cccc(C(F)(F)F)c2)sc2ncnc(N3CCN(c4ccccc4)CC3)c12	-4	-0.1	-2	1.9
O=C(O)COc1ccc(S(=O)(=O)Nc2ccc(F)cc2)cc1	14	0.8	-9	-0.5
CN(c1ccc(C(=O)NCCSCc2ccccc2)cc1)S(=O)(=O)c1ccccc1	7	0.0	-2	-1.6
Cc1nn(-c2ccccc2)c2sc(C(=O)c3c(N)n(C)c(=O)n(C)c3=O)cc12	2	-0.3	-15	-0.6
CN(C)c1cccc(Nc2ccc(N3CCC(C(=O)NCCN4CCOCC4)CC3)nn2)c1	13	-0.1	8	1.2
COc1cccc(CN2CCc3nc(SCC(=O)Nc4ccccc4)[nH]c(=O)c3C2)c1	19	0.3	-1	0.0
O=C(N/N=C/c1ccc2c(c1)OCO2)c1cccc(NC(=O)c2cccc([N+](=O)[O-])c2)c1	7	0.0	-37	-1.2
COc1ccc(Cl)cc1NC(=O)N1CC(C)OC(C)C1 (centres undefined)	-1	0.1	-7	0.5
COc1ccccc1OC(=O)Nc1ccccc1	20	0.7	-1	-1.9
O=C(CCCCn1c(=O)[nH]c2ccsc2c1=O)Nc1ccc(F)cc1	-13	0.0	4	-0.4
Cc1ccc(C(=O)NC(=S)Nc2nc3ccc(S(C)(=O)=O)cc3s2)cc1	4	0.0	-27	-0.4
C=CCn1c(=O)c(C(=O)Nc2cccc(Br)c2)c(O)c2ccccc21	9	0.0	-6	-0.1
CC(=O)NNC(C)C1COc2ccccc2O1 (centres undefined)	1	0.1	4	-0.1
O=C(CSCc1ccc([N+](=O)[O-])cc1)Nc1ccccc1C(=O)NC1CCCCC1	10	0.5	-7	-0.3
O=C(c1nc2sccn2c1CN(CC1CCC1)CC1CCCO1)N1CCCCCCC1 (centres undefined)	3	0.1	-1	-0.1
Cc1ccc(C(c2c(C)[nH][nH]c2=O)c2c(C)[nH][nH]c2=O)cc1Br	-1	-0.3	3	-0.2
Cc1cc(C(=O)Nc2ccc(F)cc2F)no1	8	1.0	-27	6.5*
CCC(=O)NNC(=O)/C=C\c1ccc(-c2cccc([N+](=O)[O-])c2)o1	14	0.2	-5	-0.4
COc1ccc(C2=NN(C(C)=O)C3(CCCCC3)O2)cc1OC	6	-0.1	-5	-0.5
COCCNC(=S)N1CCN(c2ccc(C)cc2)C(C)C1 (centres undefined)	24	-0.1	6	-0.9
O=C(CSc1nc2ccc(NC(=O)c3ccccc3F)cc2s1)NC1CC1	12	-0.1	-47	-1.5
CCC(C)n1c(=N)c(C#N)cc2c(=O)n3cc(C)ccc3nc21 (centres undefined)	10	-0.1	-3	0.2
COc1ccc(Cl)cc1NC(=O)c1cccc(N2C(=O)C3CC=CCC3C2=O)c1 (centres undefined)	-7	0.0	-4	-2.3
CN1C(=O)c2ccc(NC(=S)NC(=O)c3cc4cc([N+](=O)[O-])ccc4s3)cc2C1=O	-6	0.1	-8	1.0
CC(O)CCC(=O)NCCc1nc2ccccc2n1Cc1ccccc1 (centres undefined)	-3	0.0	4	0.2
CC(C)(C)NC(=S)Nc1cccc(Cl)c1	0	0.1	-3	3.1
CCCCCn1c(N2CCCC2)nc2c1c(=O)[nH]c(=O)n2C	7	0.1	4	-0.3
Cc1cccc(NC(=O)C2CC(=O)N(c3ccc(C(C)(C)C)cc3)C2)c1C (centres undefined)	-17	0.0	-4	-0.3
COc1ccccc1CC(=O)Nc1ccc(OC)c(OC)c1	5	0.2	5	0.5
N#Cc1cnc(SCC(=O)Nc2sc3c(c2C(N)=O)CCCC3)nc1N	13	0.3	4	0.0
CCOC(=O)/C(C#N)=C/c1c(Oc2ccccc2Cl)nc2ccccn2c1=O	13	0.4	-16	-0.6
O=C(Nc1ccccc1C(=O)O)c1cccc(C(=O)Nc2ccccc2C(=O)O)c1	13	0.3	4	-1.4
COCCN1C(=O)CC(CC(=O)N(C)CCc2ccccn2)(c2ccccc2Cl)C1=O (centres undefined)	39	-0.6	-15	1.5
Cc1ccc(S(=O)(=O)n2nc(-c3cccc(F)c3)cc2N)cc1	0	-0.1	13	-0.8
CC1CCN(Cc2nnnn2CCCC(=O)NCC[C@@H]2C[C@@H]3C=C[C@H]2C3)CC1	-3	-0.1	-1	-0.7
Cc1ccc(/C(N)=N/S(=O)(=O)c2ccc(C)cc2)cc1	4	0.0	-11	-0.9
CC(=O)c1cccc(NC(=O)CN(c2cccc(Br)c2)S(C)(=O)=O)c1	4	0.4	14	0.0
O=C(Cc1csc(-n2cccc2)n1)Nc1ccc(F)c(F)c1	10	0.1	1	0.7
COC(=O)c1ccc(NC(=O)c2ccccc2Cl)cc1	-23	0.0	-39	-0.8
O=C(c1ccccc1Cl)n1cc([N+](=O)[O-])cn1	5	0.0	3	-1.0
O=C(NNC(=O)c1ccccc1C(=O)O)c1ccccc1I	6	0.2	-2	-1.0
CCn1cnc2sc(C(=O)Nc3cc(Sc4ccc(F)cc4)cc([N+](=O)[O-])c3)c(C)c2c1=O	4	0.0	-10	1.7
COc1ccc(-c2c(C(F)(F)F)oc3c(CN4CCCC4)c(O)ccc3c2=O)cc1OC	1	0.0	4	-1.6
CCCCOC(=O)c1ccc(OC(=O)c2ccc(Br)o2)cc1	-8	-0.1	-13	-1.9
CCCCC(=O)N/N=C/c1ccccc1O	2	-0.1	0	-0.3
CCC(C(=O)NCC1CCCO1)n1nc(C)n2c(cc3occc32)c1=O (centres undefined)	7	0.0	-2	1.6
COCC1=C(C(=O)OC)C(c2ccc(Cl)cc2Cl)n2nnnc2N1 (centres undefined)	-15	0.0	5	-1.7
COc1cccc(C2=NN(C(C)=O)C(c3cc4ccccc4nc3Cl)C2)c1OC (centres undefined)	1	0.0	6	0.5

Other entries follow:
SMILES	MITF inh	FBW7 act	TEAD-YAP block	GPR151 activ
O=[N+]([O-])c1ccc(OCCCCNCCO)cc1	-7	0.0	0	0.7
COc1ccc(S(=O)(=O)N2CCN(c3ccc(-c4cccnc4)nn3)CC2)cc1F	-11	-0.1	1	-0.4
COc1ccc(NS(=O)(=O)c2ccc(/C(C)=N/Nc3ccc4ccccc4n3)cc2)cc1	10	0.4	-25	0.9
Cc1cc2nc3s/c(=C\c4ccc(N(C)C)c(Br)c4)c(=O)n3c2cc1C	0	0.5	-1	-1.2
COC(=O)c1c(NC(=O)COc2ccc(C)c(C)c2)sc(C(C)=O)c1C	-8	-0.4	-3	-1.5
COc1ccccc1N1CCN(c2nc(C)cc(C)c2C#N)CC1	-2	0.1	-2	0.3
CCn1c(SCC(=O)N2c3ccccc3CC2C)nc2cccnc21 (centres undefined)	18	0.2	15	-1.0
COc1cccc(/C=N/NC(=O)c2ccc(C(C)(C)C)cc2)c1O	15	-0.9	39*	3.5
O=C(CN1CCOCC1)Nc1sc2c(c1C(=O)c1ccc(Cl)cc1)CCC2	6	0.1	8	0.8
COc1ccc(/C=C2\N=C(c3cccc(F)c3)OC2=O)c(OC)c1	-5	-0.1	8	-0.1
O=C1C2C3C=CC(C4CC34)C2C(=O)N1c1ccc(Br)cc1Cl (centres undefined)	-10	-0.1	-20	3.3
CCS(=O)(=O)Nc1cccc(N2CCC(NCc3ccncc3)CC2)c1	3	0.2	5	-0.4
CCOc1ccc(NS(=O)(=O)c2cnc[nH]2)cc1	28	0.6	-1	0.3
O=C(Nc1ccccc1C(F)(F)F)c1ccc(-n2cccn2)cc1	9	0.0	-58	0.6
O=C(O)CCc1ccc(-c2ccc(F)cc2)n1NC(=O)c1ccco1	-22	0.0	-9	-2.2
Cc1ccc(OCc2nc(-c3ccccc3)no2)cc1C	-2	0.8	-35	-2.2
CCn1c(-c2ccc3[nH]c(C)c(C)c3c2)n[nH]c1=S	4	-0.1	-15	0.1
CC(=O)C1C(=O)CC(C)(O)C(C(C)=O)C1c1ccc(N(C)C)cc1 (centres undefined)	6	0.3	2	-0.9
CC(Oc1ccccc1)C(=O)Nc1c2c(nn1-c1ccc(Cl)cc1)CSC2 (centres undefined)	12	0.1	-3	0.7
O=[N+]([O-])c1ccc(Nc2cccc3ccccc23)nc1	2	-0.2	0	0.0
O=C(COC(=O)c1cc2ccccc2cc1O)Nc1ccc(Cl)cn1	3	-0.1	1	-1.8
Nc1nc(Nc2ncccn2)cc(NC2CC2)n1	23	0.2	6	2.0
CCN1C(=O)C(C)(C)COc2ccc(NC(=O)CCc3ccc(OC)cc3)cc21	0	0.0	9	0.5
C/C(=N\N=C(N)N)c1ccc(Cl)c(Cl)c1	-7	0.0	-2	0.2
CC(=O)c1cccc(Nc2nc(=S)[nH]c3ccccc23)c1	2	-0.1	61*	0.2
Cc1ccccc1Cn1nc(C)c(NC(=O)CCCn2nc([N+](=O)[O-])cc2C)c1C	9	0.1	11	-0.3
CC(=O)Nc1ccc(C(=O)Nc2cc(F)cc(F)c2)cc1	15	0.3	-39	2.0
Cc1nc(N2CCCCC2C)c2c3c(sc2n1)CCC3 (centres undefined)	11	-0.1	2	-1.4
O=C(NCCNCC(O)COc1ccc(O)cc1)N1CCOCC1 (centres undefined)	-6&3&4	-0.1&0.0&-0.1	5	0.6&2.9&0.2
CCc1ccc(OCC(=O)N(C)CCC#N)c(Br)c1	4	-0.1	-22	0.3
COc1cccc(C2CC(c3cccs3)Nc3ncnn32)c1 (centres undefined)	-8	-0.1	-6	-1.0
COc1cn(CC(=O)Nc2ccc(C)cc2C)c(CN2CCC(C)CC2)cc1=O	7	0.0	-1	-1.0
C=CCOc1ccc(/C(O)=C2/C(=O)C(=O)N(CCCN3CCOCC3)C2c2ccc(F)cc2)c(C)c1 (centres undefined)	12	0.1	-1	-0.4
COc1ccc(-c2noc(COc3ccc(C)c(C)c3)n2)cc1OC	7	0.1	-2	-0.2
COC(=O)c1ccc(CSc2n[nH]c(C)n2)o1	1	0.1	2	-1.5
Clc1ccc(-c2cnn3c(NCc4ccccn4)ccnc23)cc1	-11	0.1	4	0.1

Compound activity as filed in PubChem BioAssay.
